BioA inh: blocks M. tuberculosis BioA enzyme activity; purified M. tuberculosis BioA enzyme, plate reader; inhibition, % at 9.99 µM; hit rate 0.096% among 360,000; in the data active means inhibition above about 40%
Numbers without * were called inactive; & = joins results of further samples. Not all compounds are listed. The share of hits here may be higher or lower than overall.

C[C@@H]1CN([C@@H](C)CO)C(=O)c2cccc(NC(=O)c3nc4ccccc4s3)c2O[C@@H]1CN(C)Cc1ccc(C(F)(F)F)cc1
  BioA inh = -2.4

CC(=O)N(C)C[C@H]1Oc2cc(C#CCC(C)C)ccc2S(=O)(=O)N([C@H](C)CO)C[C@H]1C
  BioA inh = 0.1

CCCC#Cc1ccc2c(c1)O[C@H](CN(C)C(=O)c1cnccn1)[C@@H](C)CN([C@H](C)CO)S2(=O)=O
  BioA inh = -0.7

C[C@@H]1CCCCO[C@@H](CN(C)Cc2ccc(C(=O)O)cc2)[C@@H](C)CN([C@@H](C)CO)C(=O)c2cc(NC(=O)c3ccncc3)ccc2O1
  BioA inh = 1.0

O=C(CCN1CCCCC1)NCC[C@H]1CC[C@H](NC(=O)Nc2ccc(Cl)cc2)[C@H](CO)O1
  BioA inh = -1.0

COc1ccc(S(=O)(=O)Nc2ccc3c(c2)C(=O)N([C@H](C)CO)C[C@H](C)[C@H](CN(C)S(=O)(=O)c2ccc(Cl)cc2)OCCCC[C@@H](C)O3)cc1
  BioA inh = -1.3

C[C@H]1CN([C@@H](C)CO)C(=O)c2cccc(NS(=O)(=O)c3ccc(F)cc3)c2O[C@H]1CN(C)Cc1ccc(C(F)(F)F)cc1
  BioA inh = -1.9

COc1ccc(NC(=O)N[C@@H]2CC[C@@H](CCn3cc(C4(O)CCCC4)nn3)O[C@@H]2CO)cc1
  BioA inh = -0.3

Cc1noc(C)c1NC(=O)Nc1cccc2c1O[C@H](CN(C)C)[C@H](C)CN([C@@H](C)CO)C2=O
  BioA inh = -4.2

C[C@@H]1CCCCO[C@@H](CN(C)C(=O)Nc2cccc3ccccc23)[C@H](C)CN([C@H](C)CO)C(=O)c2cc(NC(=O)Cc3ccccc3)ccc2O1
  BioA inh = -1.3

5 entries drawn at random from those above:
C[C@@H]1CCCCO[C@@H](CN(C)Cc2ccc(C(=O)O)cc2)[C@@H](C)CN([C@@H](C)CO)C(=O)c2cc(NC(=O)c3ccncc3)ccc2O1
  BioA inh = 1.0

C[C@H]1CN([C@@H](C)CO)C(=O)c2cccc(NS(=O)(=O)c3ccc(F)cc3)c2O[C@H]1CN(C)Cc1ccc(C(F)(F)F)cc1
  BioA inh = -1.9

C[C@@H]1CCCCO[C@@H](CN(C)C(=O)Nc2cccc3ccccc23)[C@H](C)CN([C@H](C)CO)C(=O)c2cc(NC(=O)Cc3ccccc3)ccc2O1
  BioA inh = -1.3

COc1ccc(S(=O)(=O)Nc2ccc3c(c2)C(=O)N([C@H](C)CO)C[C@H](C)[C@H](CN(C)S(=O)(=O)c2ccc(Cl)cc2)OCCCC[C@@H](C)O3)cc1
  BioA inh = -1.3

O=C(CCN1CCCCC1)NCC[C@H]1CC[C@H](NC(=O)Nc2ccc(Cl)cc2)[C@H](CO)O1
  BioA inh = -1.0

(further entries)
O=C(C[C@@H]1CC[C@@H]2[C@H](COC[C@@H](O)CN2Cc2ccc(Oc3ccccc3)cc2)O1)N1CCOCC1
  BioA inh = 0.2

C[C@@H]1CN([C@H](C)CO)C(=O)c2cc(-c3ccccc3)cnc2O[C@H]1CN(C)C(=O)C1CCCCC1
  BioA inh = 8.4

O=C(C[C@H]1C=C[C@H](NS(=O)(=O)c2ccc(F)cc2)[C@H](CO)O1)NCc1ccc(Cl)c(Cl)c1
  BioA inh = 3.4

COCC#Cc1cnc2c(c1)C(=O)N([C@H](C)CO)C[C@H](C)[C@H](CN(C)C(=O)C1CCCCC1)O2
  BioA inh = -1.7

C[C@@H]1CN([C@@H](C)CO)C(=O)c2cc(NS(=O)(=O)c3cccs3)ccc2O[C@@H](C)CCCCO[C@@H]1CN(C)C(=O)Nc1ccc2c(c1)OCO2
  BioA inh = -0.7

CCCNC(=O)N1C[C@@H]2[C@H](c3ccccc31)[C@@H](CO)N2Cc1cc(F)ccc1F
  BioA inh = -4.4

C[C@H](CO)N1C[C@H](C)[C@H](CN(C)S(=O)(=O)c2ccc(F)cc2)OCCCC[C@H](C)Oc2ccc(NC(=O)C3CCCCC3)cc2C1=O
  BioA inh = 0.3

CC(C)NC(=O)N[C@H]1C=C[C@@H](CC(=O)NCCN2CCCC2)O[C@@H]1CO
  BioA inh = 0.3

C[C@@H]1CN([C@@H](C)CO)C(=O)c2cc(C#Cc3ccccc3)cnc2O[C@H]1CN(C)S(=O)(=O)c1ccccc1F
  BioA inh = -4.7

COc1ccc(S(=O)(=O)Nc2cccc3c2O[C@@H](CN(C)C)[C@H](C)CN([C@H](C)CO)C3=O)cc1
  BioA inh = 2.1

CCC(=O)N[C@H]1C=C[C@H](CC(=O)NCC2CCCCC2)O[C@@H]1CO
  BioA inh = -1.8

O=C([C@H]1[C@H](CO)[C@H]2Cn3c(cccc3=O)[C@H]2N1CC1CCCC1)N1CCc2ccccc2C1
  BioA inh = -2.1

CCC(=O)N(C)C[C@H]1Oc2ncc(C#Cc3ccccc3)cc2C(=O)N([C@@H](C)CO)C[C@@H]1C
  BioA inh = -0.1

CCC(=O)N1C[C@H](C)[C@H](OC)CN(C)C(=O)c2cc(NC(=O)Nc3ccc(Cl)cc3)ccc2OC[C@H]1C
  BioA inh = 3.0

C[C@H](CO)N1C[C@H](C)[C@@H](CN(C)C(=O)Nc2ccccc2)Oc2c(NC(=O)C3CC3)cccc2C1=O
  BioA inh = 0.6

CN1CCN(C(=O)C[C@@H]2C[C@H]3c4cc(NC(=O)CC5CC5)ccc4O[C@H]3[C@@H](CO)O2)CC1
  BioA inh = -1.5

C[C@H](CO)N1C[C@H](C)[C@H](CN(C)S(C)(=O)=O)Oc2c(NC(=O)c3ccncc3)cccc2C1=O
  BioA inh = -2.9

CC(C)NC(=O)Nc1ccc2c(c1)C(=O)N([C@@H](C)CO)C[C@@H](C)[C@H](CN(C)C(=O)Nc1ccc(F)cc1)O2
  BioA inh = -1.1

Cc1cccc(-c2ccc([C@H]3[C@@H](CO)N4CCCCN(S(=O)(=O)c5cn(C)cn5)C[C@H]34)cc2)c1
  BioA inh = 5.4

CN(C)CC(=O)N[C@H]1CC[C@H](CCNS(=O)(=O)c2ccccc2)O[C@@H]1CO
  BioA inh = -3.4

COc1ccc(NC(=O)Nc2ccc3c(c2)C(=O)N([C@H](C)CO)C[C@H](C)[C@H](CN(C)C(=O)NC(C)C)O3)cc1
  BioA inh = 0.0

C[C@H](NC(=O)C[C@@H]1CC[C@@H](NS(=O)(=O)c2cccc(F)c2)[C@H](CO)O1)c1ccccc1
  BioA inh = -2.8

C[C@@H]1CN([C@H](C)CO)S(=O)(=O)c2ccc(-c3ccccc3)cc2O[C@@H]1CN(C)CC1CC1
  BioA inh = -0.6

COc1ccc(NC(=O)N(C)C[C@H]2OCCCC[C@@H](C)Oc3ccc(NC(=O)Nc4ccc(F)cc4)cc3C(=O)N([C@H](C)CO)C[C@@H]2C)cc1
  BioA inh = -0.3

C[C@H](CO)N1C[C@H](C)[C@H](CN(C)C(=O)c2cccc(F)c2)Oc2ncc(-c3cccc(F)c3)cc2C1=O
  BioA inh = 4.8

C[C@H](CO)N1C[C@H](C)[C@H](CN(C)CC2CCCCC2)Oc2ccc(NC(=O)C3CCCCC3)cc2CC1=O
  BioA inh = -2.4

O=C(NCC[C@H]1CC[C@@H](NS(=O)(=O)c2ccccc2)[C@H](CO)O1)c1ccccc1F
  BioA inh = -1.4

C[C@H]1CN([C@@H](C)CO)C(=O)c2cc(-c3cccnc3)cnc2O[C@@H]1CN(C)C(=O)Nc1ccc(F)cc1
  BioA inh = 1.1

Cc1ccc(S(=O)(=O)N(C)C[C@@H]2Oc3c(NC(=O)C4CCOCC4)cccc3C(=O)N([C@H](C)CO)C[C@@H]2C)cc1
  BioA inh = -0.2

C[C@@H]1CCCCO[C@@H](CN(C)Cc2ccc(Cl)c(Cl)c2)[C@H](C)CN([C@H](C)CO)C(=O)c2cc(NS(C)(=O)=O)ccc2O1
  BioA inh = 2.1

CC(=O)N1CCCCN2[C@@H](CO)[C@@H](c3ccc(-c4ccc(C)cc4)cc3)[C@@H]2C1
  BioA inh = -2.5

C[C@@H]1CCCCO[C@H](CN(C)Cc2ccc(Cl)c(Cl)c2)[C@@H](C)CN([C@@H](C)CO)C(=O)c2cc(NC(=O)Nc3ccccc3)ccc2O1
  BioA inh = 1.2

COc1ccc(S(=O)(=O)Nc2ccc3c(c2)CC(=O)N([C@H](C)CO)C[C@@H](C)[C@@H](CN(C)C(=O)Nc2ccccc2)O3)cc1
  BioA inh = 0.1

O=C(c1ccc2c(c1)OCO2)N1CCCCN2[C@@H](CO)[C@@H](c3ccc(-c4ccccc4)cc3)[C@@H]2C1
  BioA inh = 3.3

C[C@@H]1CN([C@@H](C)CO)C(=O)c2cc(-c3cccc(C(=O)N(C)C)c3)cnc2O[C@H]1CN(C)C
  BioA inh = -3.6

Cc1cccc(S(=O)(=O)N(C)C[C@H]2OCc3ccccc3-c3c(n(C)c4ccccc34)C(=O)N([C@H](C)CO)C[C@@H]2C)c1
  BioA inh = 0.2

C[C@@H]1CN([C@H](C)CO)C(=O)Cc2cc(NC(=O)Nc3ccc(F)cc3)ccc2O[C@H]1CN(C)C(=O)Nc1ccc(C(F)(F)F)cc1
  BioA inh = -4.4

C[C@H](CO)N1C[C@H](C)[C@H](CN(C)C(=O)Nc2cccc(F)c2)OCc2ccccc2-c2ccccc2C1=O
  BioA inh = -0.2

C[C@H]1CCCCO[C@@H](CN(C)C(=O)c2ccccc2)[C@@H](C)CN([C@@H](C)CO)C(=O)c2cc(NC(=O)C3CCCCC3)ccc2O1
  BioA inh = 1.1

COc1ccccc1S(=O)(=O)N[C@@H]1CC[C@@H](CCNC(=O)C2CC2)O[C@H]1CO
  BioA inh = 3.1

O=C(Nc1ccccc1)N1CCCCN2[C@@H](CO)[C@H](c3ccc(C4=CCCCC4)cc3)[C@@H]2C1
  BioA inh = -1.3

C[C@@H]1CN([C@@H](C)CO)C(=O)c2cc(C#Cc3ccccc3F)cnc2O[C@@H]1CN(C)S(=O)(=O)c1ccccc1F
  BioA inh = 1.9

COc1ccc(CN(C)C[C@@H]2OCCCC[C@H](C)Oc3ccc(NS(=O)(=O)c4cccs4)cc3C(=O)N([C@H](C)CO)C[C@H]2C)cc1
  BioA inh = 0.1

CCCNC(=O)Nc1ccc2c(c1)OC[C@H](C)NC[C@@H](C)[C@@H](OC)CN(C)C2=O
  BioA inh = -0.6

C[C@H](O)C#Cc1ccc2c(c1)O[C@@H](CN(C)C(=O)c1ccncc1)[C@@H](C)CN([C@@H](C)CO)S2(=O)=O
  BioA inh = 2.2

O=C(Cc1ccccn1)NCC[C@H]1CC[C@@H](NC(=O)CN2CCOCC2)[C@@H](CO)O1
  BioA inh = 0.8

C[C@H](CO)N1C[C@H](C)[C@@H](CN(C)S(=O)(=O)c2ccccc2F)Oc2cc(C#Cc3ccccc3)ccc2S1(=O)=O
  BioA inh = -2.3

O=C(C[C@@H]1CC[C@H]2[C@@H](COC[C@H](O)CN2Cc2ccncc2)O1)NCC1CC1
  BioA inh = 1.3

COCC(=O)Nc1ccc2c(c1)[C@H]1C[C@@H](CC(=O)N3CCOCC3)O[C@@H](CO)[C@H]1O2
  BioA inh = -0.3

C/C=C/c1ccc([C@H]2[C@@H](CN(C)C(=O)CC3CC3)N(C(=O)C3CC3)[C@H]2CO)cc1
  BioA inh = 3.0

O=C(C[C@H]1C=C[C@H](NC(=O)c2cccc(F)c2)[C@H](CO)O1)NCc1ccccc1
  BioA inh = 3.6

CCCNC(=O)[C@@H]1[C@@H](CO)[C@@H]2Cn3c(ccc(-c4ccccc4)c3=O)[C@@H]2N1C(=O)C1CCC1
  BioA inh = 8.5

COc1cccc(-c2ccc3c(c2)[C@H]2[C@H](CCN2S(=O)(=O)c2ccccc2C)[C@H](CO)N3)c1
  BioA inh = -2.5

CC(C)NC(=O)N[C@H]1CC[C@H](CCN)O[C@@H]1CO
  BioA inh = -1.1

C[C@@H]1CN([C@@H](C)CO)C(=O)c2cccc(NC(=O)Nc3ccc4c(c3)OCO4)c2O[C@H]1CN(C)Cc1ccc(C(F)(F)F)cc1
  BioA inh = 1.9

C[C@@H]1CN([C@@H](C)CO)C(=O)Cc2cc(NS(C)(=O)=O)ccc2O[C@H]1CN(C)C(=O)Nc1ccccc1
  BioA inh = 1.6

COCC(=O)N(C)C[C@@H]1Oc2cc(C#Cc3ccccc3)ccc2S(=O)(=O)N([C@H](C)CO)C[C@@H]1C
  BioA inh = -1.6

C[C@H](CO)N1C[C@H](C)[C@@H](CN(C)Cc2ccc3c(c2)OCO3)OCCCC[C@H](C)Oc2ccc(NS(=O)(=O)c3ccccc3)cc2C1=O
  BioA inh = 3.7

N#C[C@H]1[C@H](c2ccc(-c3cccnc3)cc2)[C@H](CO)N1C(=O)C1CCC1
  BioA inh = 1.8

Cc1noc(C)c1NC(=O)Nc1ccc2c(c1)C(=O)N([C@H](C)CO)C[C@H](C)[C@H](CN(C)C(=O)Nc1ccc3c(c1)OCO3)OCCCC[C@@H](C)O2
  BioA inh = 2.0

C[C@@H]1CN([C@@H](C)CO)S(=O)(=O)c2ccc(C#Cc3cccc(F)c3)cc2O[C@@H]1CN(C)C(=O)CN1CCOCC1
  BioA inh = -1.7

C[C@@H]1CN([C@H](C)CO)C(=O)c2cc(NC(=O)Cn3cnnn3)ccc2O[C@@H]1CN(C)S(=O)(=O)c1ccc(F)cc1
  BioA inh = 5.1

O=C(C[C@@H]1C=C[C@@H](NC(=O)CC2CC2)[C@H](CO)O1)NCc1ccc(-c2ccccc2)cc1
  BioA inh = -3.3

CCCNC(=O)C[C@H]1C[C@@H]2c3cc(NC(=O)NC4CCCCC4)ccc3O[C@@H]2[C@H](CO)O1
  BioA inh = 0.5

O=C(c1cccnc1)N1CCCCN2[C@@H](CO)[C@H](c3ccc(C#Cc4ccccn4)cc3)[C@@H]2C1
  BioA inh = 0.5

CS(=O)(=O)N1CCCCN2[C@H](CO)[C@H](c3ccc(Br)cc3)[C@H]2C1
  BioA inh = -2.4

O=C(NC1CCCC1)N1CCCCN2[C@@H](CO)[C@H](c3ccc(/C=C/c4ccccc4)cc3)[C@@H]2C1
  BioA inh = 0.2

C[C@H](CO)N1C[C@H](C)[C@H](CN(C)Cc2ccncc2)Oc2ncc(C#Cc3ccccn3)cc2C1=O
  BioA inh = -6.0

C[C@H]1CN([C@@H](C)CO)C(=O)c2cccc(NC(=O)c3nc4ccccc4s3)c2O[C@@H]1CN(C)C(=O)NC1CCCCC1
  BioA inh = 1.8

C[C@@H]1CN([C@@H](C)CO)C(=O)CCCn2cc(nn2)CO[C@H]1CN(C)C(=O)Nc1cccc(F)c1
  BioA inh = -0.4&-1.1

Cc1noc(C)c1NC(=O)Nc1ccc2c(c1)C(=O)N([C@@H](C)CO)C[C@@H](C)[C@H](CN(C)C(=O)C1CCCCC1)OCCCC[C@H](C)O2
  BioA inh = -0.4
